M4 ag: human M4 muscarinic receptor agonists, primary screen, CHO-K1 cells, Fluo-8 calcium fluorescence. Muscarinic acetylcholine receptor M4 (Homo sapiens), P08173. CHO-K1 hM4/Gqi5; vehicle 0%, full acetylcholine response 100%. activation, % at 3 µM. actives 0.14% (n = 360,000);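 active means activation above the run mean over all test wells plus 3 SD, cut at about 32% in these data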;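 further: peak over basal fluorescence ratio per well then scaled between controls; 0% = DMSO wells and 100% = acetylcholine at EC100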
Target sequence (P08173 whole entry, looked up): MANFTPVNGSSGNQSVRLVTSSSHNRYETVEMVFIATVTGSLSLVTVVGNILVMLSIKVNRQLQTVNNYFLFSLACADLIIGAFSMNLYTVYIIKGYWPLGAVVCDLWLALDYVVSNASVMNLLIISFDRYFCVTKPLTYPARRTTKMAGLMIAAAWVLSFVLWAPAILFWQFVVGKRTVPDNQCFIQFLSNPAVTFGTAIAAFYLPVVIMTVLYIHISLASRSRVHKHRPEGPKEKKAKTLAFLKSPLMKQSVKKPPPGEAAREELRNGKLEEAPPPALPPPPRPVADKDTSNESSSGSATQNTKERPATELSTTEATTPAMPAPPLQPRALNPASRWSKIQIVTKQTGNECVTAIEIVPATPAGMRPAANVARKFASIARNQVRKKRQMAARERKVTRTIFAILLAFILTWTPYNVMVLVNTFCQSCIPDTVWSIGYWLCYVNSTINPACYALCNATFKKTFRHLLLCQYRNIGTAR
M1 ag parental: counter-screen for M1 agonists: effect in parental CHO-K1 cells. Fluo-8 calcium fluorescence; scaled to maximal ATP response, vehicle zero. activation, % at 3 µM. actives 0.48% (n = 360,000); in the data active means activation above about 15%;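 further: untransfected CHO-K1 host cells lacking M1 receptor as counterscreen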
M4 PAM: human M4 muscarinic receptor positive allosteric modulators, primary screen, CHO-K1 cells, Fluo-8 calcium fluorescence; Muscarinic acetylcholine receptor M4 (Homo sapiens), P08173; CHO-K1 hM4/Gqi5, ACh EC20; 0% = ACh EC20, 100% = maximal ACh; activation, % at 3 µM; actives 0.4% (n = 360,000); AID 624126, 2012;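 active means activation above its plate's cutoff, the mean activation of sample wells plus 3 SD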; further: some results filed as inactive read as strong as hits
CHO-K1 Ca antag: M1 antagonist counterscreen hit in parental CHO-K1 cells. ATP-induced calcium, Fluo-8 fluorescence. inhibition, % at 3 µM. actives 0.6% (n = 360,000);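 active means inhibition above a per-plate cutoff, the plate's mean sample inhibition plus 3 SD, cut at about 24% in these data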;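 further: 0% = DMSO plus EC80 ATP and 100% = DMSO alone without ATP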
CHRM5 PAM: human M5 muscarinic receptor positive allosteric modulators, primary screen, CHO-K1 cells, Fluo-8 calcium fluorescence. Muscarinic acetylcholine receptor M5 (Homo sapiens), P08912. CHO-K1 hM5, ACh EC20 PAM; 0% = ACh EC20, 100% = ACh EC100. activation, % at 3 µM. actives 0.3% (n = 360,000);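 active means activation above the run cutoff, the mean activation of all test compounds plus 3 SD, cut at about 18% in these data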
Target sequence (P08912 whole entry, looked up): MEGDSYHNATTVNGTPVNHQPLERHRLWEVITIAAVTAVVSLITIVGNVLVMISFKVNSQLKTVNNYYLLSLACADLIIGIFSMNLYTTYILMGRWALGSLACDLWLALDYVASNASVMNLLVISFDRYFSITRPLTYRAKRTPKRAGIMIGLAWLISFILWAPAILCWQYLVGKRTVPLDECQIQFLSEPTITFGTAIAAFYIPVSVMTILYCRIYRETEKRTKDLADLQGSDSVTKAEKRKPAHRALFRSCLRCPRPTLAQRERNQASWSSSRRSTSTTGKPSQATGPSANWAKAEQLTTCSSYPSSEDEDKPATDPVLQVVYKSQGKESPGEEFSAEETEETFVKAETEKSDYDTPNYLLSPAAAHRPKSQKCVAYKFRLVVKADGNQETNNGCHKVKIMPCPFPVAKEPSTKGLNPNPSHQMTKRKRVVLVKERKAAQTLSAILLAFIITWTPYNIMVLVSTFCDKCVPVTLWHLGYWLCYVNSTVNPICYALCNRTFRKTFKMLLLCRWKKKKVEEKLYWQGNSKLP
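Assay system – human M5 receptor in CHO-K1 cells · Read-out – % activation, ACh-normalized · Technique – Fluo-8 calcium fluorescence · Dosing – single-point, 3 µM nominal · Incubation – Fluo-8 loading 80 min at 37 °C plus 30 min room temperature · Repeats – singlicate, one well per test compound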
CHRM5 agonist: human M5 muscarinic receptor agonists, primary screen, CHO-K1 cells, Fluo-8 calcium fluorescence; CHO-K1 hM5 cells; 0% DMSO wells, 100% maximal acetylcholine response; activation, % at 3 µM; actives 0.19% (n = 360,000); AID 624037, 2012;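 active means activation above the run's mean over test compounds plus 3 SD, cut at about 23% in these data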;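 further: signal is peak over basal fluorescence ratio across the kinetic read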
CHRM5 antagonist: human M5 muscarinic receptor antagonists, primary screen, CHO cells, Fluo-8 calcium fluorescence | Muscarinic acetylcholine receptor M5 (Homo sapiens), P08912 | CHO-hM5 cells, ACh EC80 | inhibition, % at 3 µM | actives 0.59% (n = 360,000) | AID 624040, 2012;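 active means inhibition above a per-plate cutoff, the mean of that plate's test compounds plus 3 SD, cut at about 27% in these data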;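 further: 0% = acetylcholine EC80 with DMSO and 100% = DMSO without agonist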
M1 PAM parental: nonselective calcium activators in parental CHO-K1 cells, primary screen, counter-screen for M1 PAM project, cell-based, Fluo-8 calcium fluorescence, full deck, 1536-well; ATP EC20; 0% at ATP EC20, 100% at ATP max; activation, % at 3 µM; actives 0.02% (n = 360,000); AID 602247, 2012;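 active means activation above the run cutoff, the mean activation of all test compounds plus 3 SD, cut at about 40% in these data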;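 further: peak over basal fluorescence ratio in a 140 s read after ATP addition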
M4 antag: human M4 muscarinic receptor antagonists, primary screen, CHO cells, Fluo-8 calcium fluorescence; Muscarinic acetylcholine receptor M4 (Homo sapiens), P08173; CHO-hM4 cells, ACh EC80; inhibition, % at 3 µM; actives 0.73% (n = 360,000); AID 624125, 2012;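 active means inhibition above its plate's cutoff, the mean inhibition of sample wells plus 3 SD, cut at about 27% in these data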;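 further: 0% = acetylcholine EC80 with DMSO and 100% = DMSO without agonist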
An asterisk follows results filed as active. Not a hit list; about 2.7% have a hit in one of these screens.

SMILES	M4 ag	M1 ag parental	M4 PAM	CHO-K1 Ca antag	CHRM5 PAM	CHRM5 agonist	CHRM5 antagonist	M1 PAM parental	M4 antag
CN(CCc1ccccn1)Cc1ccc(Cl)cc1Cl	1	0.3	-1	-1	-3	-5	1	-3	0
C(=Cc1c[nH]c2ccccc12)c1ccc2ccccc2n1	36*	6.6	-10	2	-7	19	8	-12	1
O=C(C1CCCN(Cc2cc(Br)ccc2O)C1)N1CCCCC1 (stereo unspecified)	2	12	0	1	-1	-7	1	9	-4
c1ccc(SCCc2ccncc2)cc1	1	1.2	-3	6	1	-9	-1	4	-1
O=C(NCCCSc1ccccc1)c1cccnc1	4	4.6	7	-14	1	-1	-9	26	-11
O=C1c2ccccc2C(=O)N1CCOc1ccccc1	0	0.3	-5	-5	7	-2	1	10	4
CC(C)N1C(=O)NC2(c3ccccc3)N(C)C(=O)N(C)C12c1ccccc1 (stereo unspecified)	2	0.2	8	-1	-3	0	9	-11	2
COc1ccccc1-c1sc2cc3c(cc2c1-c1ccc2c(c1)OCO2)OCO3	1	-0.3	9	19	4	-4	1	-19	-18
CN(C(=O)COC(=O)c1ccc2c(=O)n3c(nc2c1)CCC3)c1ccccc1	2	0.4	0	-16	2	-1	8	25	-8
CCN(c1ccccc1)S(=O)(=O)c1ccc2[nH]c(=O)c(=O)[nH]c2c1	1	-0.3	-6	14	-4	-1	6	-4	13
CCn1c(CC(=O)Nc2ccccc2)nnc1SCC(=O)Nc1nncs1	0	0.8	-3	-10	7	2	-5	0	8
O=C(COc1ccc2c3c(c(=O)oc2c1)CCC3)NCCN1CCOCC1	0	0.5	0	-14	6	-1	-3	6	3
CCOc1ccc(CCN2C(=O)C(=O)N([C@@H](CC(C)C)CN3CCC[C@H]3CN3C(=O)C(=O)NC[C@@H]3CC(C)C)C[C@@H]2Cc2ccccc2)cc1	1	0.3	6	-16	4	0	-9	8	1
CC(C)Cc1ccccc1S(N)(=O)=O	2	0.8	2	-16	0	0	3	12	11
CCOc1ccc(/C=C\c2nc(O)c([N+](=O)[O-])c(=O)[nH]2)cc1OCC	1	1.4	4	-23	3	-2	-1	-17	-2
O=S(=O)(/N=C(/Nc1cc(N2CCOCC2)ncn1)c1ccccc1)c1ccccc1	1	0.1	11	-13	2	1	-12	22	-9
CC(C)CCOc1ccc(/C=C2\CCn3c2nc2cc(C(=O)O)ccc2c3=O)cc1	1	0.5	9	-3	-4	0	8	11	-17
Cc1c(Cc2ccccc2)c(=O)oc2cc(OCc3ccc(C(=O)O)cc3)ccc12	0	-0.1	6	5	2	5	-11	8	-1
Cc1[nH]c2ccccc2c1C(=O)CSc1n[nH]c(N)n1	2	-0.1	12	-9	4	-4	0	-11	-16
CS(=O)(=O)c1ccc(Cl)c(C(=O)NC2CCSc3ccccc32)c1 (stereo unspecified)	1	2.4	-7	-7	4	-5	2	1	5

Exported with values under each structure: part of the list above.
Values run as follows: M4 ag | M1 ag parental | M4 PAM | CHO-K1 Ca antag | CHRM5 PAM | CHRM5 agonist | CHRM5 antagonist | M1 PAM parental | M4 antag
O=S(=O)(/N=C(/Nc1cc(N2CCOCC2)ncn1)c1ccccc1)c1ccccc1
    1 | 0.1 | 11 | -13 | 2 | 1 | -12 | 22 | -9
CC(C)CCOc1ccc(/C=C2\CCn3c2nc2cc(C(=O)O)ccc2c3=O)cc1
    1 | 0.5 | 9 | -3 | -4 | 0 | 8 | 11 | -17
Cc1c(Cc2ccccc2)c(=O)oc2cc(OCc3ccc(C(=O)O)cc3)ccc12
    0 | -0.1 | 6 | 5 | 2 | 5 | -11 | 8 | -1
Cc1[nH]c2ccccc2c1C(=O)CSc1n[nH]c(N)n1
    2 | -0.1 | 12 | -9 | 4 | -4 | 0 | -11 | -16
CS(=O)(=O)c1ccc(Cl)c(C(=O)NC2CCSc3ccccc32)c1 (stereo unspecified)
    1 | 2.4 | -7 | -7 | 4 | -5 | 2 | 1 | 5

(continued)
SMILES	M4 ag	M1 ag parental	M4 PAM	CHO-K1 Ca antag	CHRM5 PAM	CHRM5 agonist	CHRM5 antagonist	M1 PAM parental	M4 antag
O=C(/C=C/c1ccc(F)cc1)N1CCN(S(=O)(=O)/C=C/c2ccccc2)CC1	1	0.0	3	-5	7	3	1	8	-1
Cc1ccc(C)c(-n2c(-c3ccc(Br)cc3)csc2=NC(=O)c2ccccc2F)c1	1	0.0	3	-3	-9	-3	8	-9	-2
Cc1ccc(-n2c(N)c(Br)c(=O)[nH]c2=O)cc1C	13	4.4	-5	-11	-11	3	12	5	-3
Cc1nn(-c2ccccc2)c(C)c1/C=N/O	0	-0.5	13	1	3	-1	-2	19	6
COc1ccc(NC(=O)CNc2cccc(S(=O)(=O)N3CCCCCC3)c2)c([N+](=O)[O-])c1	10	1.2	-10	8	-3	2	5	-2	-3
CSc1cccc(NC(=O)NNC(=O)C2CCN(S(=O)(=O)N(C)C)CC2)c1	1	-0.4	-3	-7	-1	-4	3	15	3
COc1ccc(-c2nnc(SCC(=O)c3cc(C)n(Cc4cccs4)c3C)o2)cc1	1	-0.7	4	17	13	-1	-2	-7	2
COc1ccc2[nH]c3c(c2c1)CCN1C(=O)N([C@@H](C)C(=O)NC2CCCCC2C)C(=O)[C@]31C (stereo partly specified)	2	-0.1	0	-7	-2	2	0	10	-12
O=C(CSc1nnnn1-c1ccccc1F)NNC(=O)c1ccco1	0	-0.3	2	4	-5	0	2	-1	-1
Cc1cccc(NC(=S)NC(C)(C)CC(C)(C)C)c1	-1	-0.1	1	6	-6	-6	1	-8	-13
CCn1c(CNC(=O)c2ccc(OC)c(OC)c2)nnc1SCC(=O)Nc1ccc(OC)cc1	0	0.1	-3	21	-5	-1	1	-11	13
C[C@H](NC(=O)OCc1ccccc1)C(=O)NNC(=O)[C@H](C)NC(=O)OCc1ccccc1	1	1.2	17	-15	5	3	-5	27	-6
COc1cc(OC)cc(-c2sc3ccc(OC)cc3c2C#CC(C)(C)O)c1	0	-0.4	-8	0	-7	-3	10	-18	1
S=C(NCCN1CCOCC1)NC1CCCCC1	3	3.2	-24	-7	-5	-3	10	10	-4
CCOc1ccc2[nH]cc(C(=O)N3CCN(C4CCCCC4)CC3)c(=O)c2c1	0	0.2	0	-10	4	-3	3	18	-1
CCN(C(=O)COC(=O)COc1ccc2c(c1)CCC2)c1c(N)n(Cc2ccccc2)c(=O)[nH]c1=O	0	1.0	5	4	5	1	4	1	-4
COc1ccc(CCNCC(=O)Nc2ccc(OC(F)(F)F)cc2)cc1OC	14	3.0	-7	-8	-3	8	-6	13	-8
Cc1ccccc1NC(=S)N(C)C1(c2ccccc2Cl)CCCCC1=O (stereo unspecified)	-3	-0.2	-15	-12	-3	-4	4	7	12
CN(C)c1ccc(C=NCCC2(O)CCOC(C)(C)C2)cc1 (stereo unspecified)	0	-0.2	-9	5	-4	-1	4	-6	7
COCc1ccc(C(=O)OC(C)C(=O)Nc2c(C)n(C)n(-c3ccccc3)c2=O)cc1 (stereo unspecified)	0	0.4	1	-13	2	0	10	15	-1
O=C(c1cccs1)c1cn(CC(=O)N2CCc3ccccc3C2)c2ccccc12	0	-0.1	-2	0	-2	-1	-2	6	0
O=C(CN1CCN(S(=O)(=O)c2ccc(Br)s2)CC1)NCC1CCCCC1	2	0.5	0	-5	2	-1	-9	15	-13
O=C(COC(=O)c1ccccc1F)Nc1ccc2c(c1)OCCO2	2	0.9	1	0	1	0	5	3	-4
O=c1c(-c2cc3ccccc3o2)[n+]([O-])c2ccccc2n1OCc1ccccn1	4	1.6	-3	-4	-3	0	5	17	3
O=S(c1ccccc1O)S(=O)c1ccccc1O (stereo unspecified)	1	0.6	0	-3	2	5	15	6	6
O=[N+]([O-])c1ccc(N2CCCCC2)cc1SCCO	0	0.0	-2	2	-2	-6	8	-12	-5
Cc1ncc(CN2CCCC(C(=O)Nc3ccc(-c4ccco4)cc3)C2)cn1 (stereo unspecified)	1	0.2	1	-15	-6	-3	16	13	13
COc1ccc(CN(C(=O)CNC(=O)c2ccco2)C(C(=O)NCC2CCCO2)c2ccccc2)cc1 (stereo unspecified)	6	3.1	0	-11	-2	-2	3	11	-21
COC(=O)c1ccc(NC(=O)CN(c2ccc(C)cc2)S(=O)(=O)c2c(C)n[nH]c2C)cc1	15	5.2	-11	-4	-3	6	2	13	6
CCn1c(SCC(=O)N(C)C2CCCCC2)nc2cc(S(N)(=O)=O)ccc21	1	0.3	4	1	-4	-1	12	10	-2
CCOC(=O)Cc1csc(NC(=O)Nc2ccc(C)cc2)n1	11	3.6	-1	6	4	6	-6	-11	8
Cc1c(Cc2ccccc2)[n+](=O)c2ccccc2n1[O-]	1	0.5	2	-11	-3	3	-2	17	-8
COc1ccc(OCc2nnc(SCC(=O)N3c4ccccc4Sc4ccc(Cl)cc43)o2)cc1	1	0.5	-4	-9	-2	-1	-1	19	19
O=C(O)c1ccccc1NCc1cccnc1	1	0.6	0	-13	-8	-2	14	3	12
COc1ccc(C2C(C#N)=C(N)Oc3cc(O)ccc32)cc1C (stereo unspecified)	5	4.3	1	7	-6	24*	7	-9	-5
CC[C@H](C)C(C(=O)N1CCN(C(=O)OC(C)(C)C)CC1)n1cc(C(CC(C)C)NC(=O)OC(C)(C)C)nn1 (stereo partly specified)	1	0.7	5	1	-3	0	7	4	2
COc1ccc(OC)c(NS(=O)(=O)c2cccs2)c1	0	0.1	-1	9	-4	-3	5	-3	-1
COc1cc(CCC(=O)NCC2CCCO2)cc(OC)c1OC (stereo unspecified)	0	0.9	2	-19	-5	-3	9	6	-6
Cc1ccc(C)c(N2CCN(CC3CCCCC3)CC2)c1	-1	0.5	-10	-6	-30	-17	10	17	8
COc1ccc(CC(=O)OCC(=O)NC(=O)NC2CCCC2)cc1	1	0.5	14	-18	2	-2	4	23	-13
CCOC(=O)c1nn(-c2ccc3ccccc3c2)cc1O	1	0.5	-9	-14	-1	-5	1	9	2
O=C1N/C(=C/c2ccc(N3CCOCC3)o2)C(=O)N1c1cccc(Cl)c1	0	-0.1	-13	29*	-2	2	7	-10	18
Cc1c(C(=O)Nc2ccc3c(c2)OCCO3)sc2ncnc(N3CCCCC3C)c12 (stereo unspecified)	4	1.6	0	7	4	-5	1	-32	2
CCN(C(=O)COC(=O)c1cc(=O)c2ccccc2o1)c1c(N)n(Cc2ccccc2)c(=O)[nH]c1=O	1	3.1	4	3	4	0	5	13	4
O=C(Cc1ccc(Cl)cc1)NCC(=O)N1CCN(c2ccccc2)CC1	1	1.1	2	0	2	-1	5	-18	11
COc1cc(NC(=O)CN2CCCCC2C)c(C)cc1[N+](=O)[O-] (stereo unspecified)	0	0.3	4	-7	-2	-4	4	15	1
COc1ncccc1-c1cnc2cccnn12	0	0.0	5	-15	-1	-1	2	5	-6
Cc1cccc(/N=C/c2c(O)c3ccccc3oc2=O)n1	1	0.7	1	-3	3	0	2	13	-9
CSCC[C@H](NC(=O)OC(C)(C)C)C(=O)N/N=C/c1c(C)[nH]c(=O)[nH]c1=O	1	1.9	9	-14	0	-2	-3	23	-5
Nc1nc(-c2ccco2)cs1	1	0.2	1	1	-8	-2	14	6	4

Source: PubChem BioAssay
